# Assay outcomes (PubChem)
# DENV2 CPE rescue – inhibitors of DENV2 cytopathic effect, primary screen, cell-based, plate reader, single concentration. DENV2-infected cells, cytopathic effect rescue. CPE inhibition, % at 9.99 µM. actives 1.7% (n = 350,000). AID 651640, 2012; in the data active = CPE inhibition above about 20%, passing the limit was not always enough; inconclusive = no clear call, values can overlap the other calls; tested in BHK-21 cells;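 note: 0% = median of neutral control wells and 100% = median of positive control wells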
# INS-1E GSIS act – GLuc luminescence reporter in INS-1E cells, primary screen for activators of glucose-dependent secretion of insulin; INS-1E GLuc reporter insulin secretion, 2-3 h; AID 743287, 2014; activation, % at 16.6 µM; actives 0.61% (n = 370,000);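 active = lowest replicate activation of at least 40%, so every replicate reaches that level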;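 note: 0% = median of neutral control wells and 100% = median of IBMX positive control wells; some compounds called inactive have numbers as strong as hits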
# RAD54 branch – inhibitors of human RAD54 branch migration, primary screen, biochemical, fluorescence, single point; DNA repair and recombination protein RAD54-like (Homo sapiens), Q92698; RAD54 Holliday junction branch migration, FAM/BHQ fluorescence; inhibition, % at 10.4 µM; actives 0.14% (n = 360,000);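 active = mean normalized replicate activity at least 40 and at least half of replicates scoring 40 or more; inconclusive = only one of the two criteria met; inactive = mean below 40 and under half of replicates reaching 40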;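 note: 0% = median of neutral control wells and 100% = median of positive control wells; inhibitors cause a drop in the FAM fluorescence signal; in these data hits start at about 50%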
# RAD52 anneal inh – RAD52 DNA annealing inhibitors, primary screen, biochemical, FRET, single point, set 2; DNA repair protein RAD52 homolog (Homo sapiens), P43351; recombinant RAD52 DNA annealing, FRET fluorescence; inhibition, % at 18.7 µM; actives 0.46% (n = 360,000); AID 651710, 2012;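 active = every replicate showing at least 50% inhibition; inconclusive = mean inhibition at least 50% but not in every replicate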
# F508del corr – F508del CFTR correction, initial screen, CFBE line, single point | CFBE cells, YFP halide quenching; stimulated with forskolin plus potentiator P3; % fluorescence drop versus neutral controls | activity (quench increase), % at 7.58 µM | actives 0.36% (n = 350,000) | AID 720511, 2013;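 active = mean added fluorescence quench of at least 8% versus neutral control, with both replicates also reaching 8%; inconclusive = only one of the mean or replicate conditions met; inactive = mean below 8% and not both replicates reaching 8%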;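 note: cells transiently co-express mutant CFTR-F508del with the halide-sensitive YFP; corrector assay measuring rescue of mutant channel to the surface after 24 h compound exposure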
# E-sel inducer – E-selectin induction in HUVECs, primary screen, imaging, HUVEC, immunofluorescence imaging, single point | actives 0.37% (n = 260,000) | P16581 | activation, % at 7.58 µM | normalized: neutral wells 0, TNF-alpha wells 100 | AID 686992, 2013;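 active = mean E-selectin-positive cell signal at least 10% of the positive control, reached in at least 60% of replicates, without over 20% cell loss; inconclusive = no rule given, readout overlaps actives, possibly toxicity-flagged; inactive = the rest, including those meeting only one limit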;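 note: in these data hits start at about 27%; measured in HUVEC primary endothelial cells; signal is the percent of cells scored E-selectin positive by PE staining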
# Target sequence (P16581 whole entry, looked up): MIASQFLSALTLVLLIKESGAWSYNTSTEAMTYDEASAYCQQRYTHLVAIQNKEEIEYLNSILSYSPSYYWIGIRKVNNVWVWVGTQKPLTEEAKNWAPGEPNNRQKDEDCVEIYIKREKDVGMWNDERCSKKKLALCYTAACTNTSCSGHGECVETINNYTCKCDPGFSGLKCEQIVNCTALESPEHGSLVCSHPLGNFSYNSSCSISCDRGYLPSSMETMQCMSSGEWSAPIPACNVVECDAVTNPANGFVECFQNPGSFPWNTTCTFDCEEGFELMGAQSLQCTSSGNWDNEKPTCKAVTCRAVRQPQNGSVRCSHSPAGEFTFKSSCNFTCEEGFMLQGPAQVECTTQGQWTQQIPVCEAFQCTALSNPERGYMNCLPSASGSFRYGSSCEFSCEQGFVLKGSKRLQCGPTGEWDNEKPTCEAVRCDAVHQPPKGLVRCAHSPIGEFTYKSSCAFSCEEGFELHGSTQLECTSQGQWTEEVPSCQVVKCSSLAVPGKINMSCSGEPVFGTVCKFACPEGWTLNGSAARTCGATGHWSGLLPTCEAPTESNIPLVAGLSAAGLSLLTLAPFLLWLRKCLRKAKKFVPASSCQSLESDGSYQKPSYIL
#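 System: HUVEC / Compound: single concentration / Signal: immunofluorescence imaging / Read-out: percent E-selectin-positive cells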
# Xi reactivation – activators of inactive X chromosome reactivation, primary screen, imaging, XiGFP fibroblasts, GFP high-content imaging, set 2 | XiGFP mouse fibroblasts, % GFP-positive cells imaging, 3 d; cells co-treated with 5-aza-dC sensitizer; scaled so ellipticine positive control = 100% | activation, % at 7.58 µM | actives 0.055% (n = 360,000) | AID 743238, 2013;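 active = mean normalized replicate activation at least 10% and every replicate at or above 10%; inconclusive = only one of the two criteria met; inactive = mean below 10% and not all replicates reach 10%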;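 note: 0% = median of on-plate neutral control wells and 100% = ellipticine 6 µM median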
#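 Material: XiGFP fibroblasts, SV40-immortalized; Buffer or medium: DMEM containing 5-aza-dC; Compound dosing: single point; Times: 3 days compound exposure.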
# CASP6 VEID inh – human caspase-6 inhibitors, primary screen, biochemical, VEID-R110 fluorescence, single point, set 2; purified caspase-6, Z-VEID-R110 cleavage fluorescence; actives 0.53% (n = 350,000); AID 686996, 2013; inhibition, % at 12.5 µM; P55212;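 active = mean inhibition across replicates at least about 35%, with every replicate also reaching that limit, limit read from the data; inconclusive = only one of the two criteria met; inactive = neither criterion met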;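 note: 0% = median of neutral control wells and 100% = no fluorescence left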
# Target sequence (P55212 24-179 limits assumed): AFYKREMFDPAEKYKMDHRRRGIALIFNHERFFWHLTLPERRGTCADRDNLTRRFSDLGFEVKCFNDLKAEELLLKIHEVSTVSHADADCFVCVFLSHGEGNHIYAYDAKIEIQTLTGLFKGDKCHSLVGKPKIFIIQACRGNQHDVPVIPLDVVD
# Target sequence (P55212 194-293 limits assumed): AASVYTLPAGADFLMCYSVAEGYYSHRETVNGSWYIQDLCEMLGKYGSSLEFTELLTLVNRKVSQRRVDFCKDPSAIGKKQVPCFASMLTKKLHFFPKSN
# Active calls of the source: *; u = inconclusive; x = no result given; & = joins results of further samples.
# Results follow in this order: DENV2 CPE rescue	INS-1E GSIS act	RAD54 branch	RAD52 anneal inh	F508del corr	E-sel inducer	Xi reactivation	CASP6 VEID inh
CCC(=O)Nc1ccc2c(c1)OC[C@H](C)NC[C@@H](C)[C@H](OC)CN(C)C2=O
 : 1	-2	-7	-11	x	-0.2	0.2	-12
CCOc1ccc(C(C)=O)cc1N1C(=O)C2C3C=CC(C3=C(C)C)C2C1=O (centres undefined)
 : -1	8	x	-6	1.3	x	x	5
COc1cc(Cl)ccc1OCc1cc(C(=O)N(C)CCc2cnn(C)c2)no1
 : -3	3	0	6	-3.5	x	0.4	3
Cc1c(Cl)cccc1NC(=O)CNC(=O)c1ccc(F)cc1
 : 10	-2	6	-10	-0.4	x	0.0	-2
COc1ccc(-n2c(CN3CCN(Cc4ccccc4)CC3)nc3ccc([N+](=O)[O-])cc3c2=O)c(OC)c1
 : 8	x	0	-1	-0.1	-0.2	0.8	-2
COc1ccc(NC(=O)C2(C)Cc3c(-c4cccc(NC(C)=O)c4)ccnc3O2)cn1 (centres undefined)
 : 2	3	-8	-22	4.0	1.2	0.2	4
C#CCSc1nc(=O)c2cccnc2n1-c1ccc(C)cc1
 : 4	x	-2	-6	0.2	0.6	0.0	6
C[C@@H]1CN([C@H](C)CO)C(=O)c2cc(C3=CCCCC3)cnc2O[C@H]1CN(C)C(=O)Cc1cccnc1
 : -5	-10	0	1	-0.3	-0.3	0.7	5
Cc1ccc(S(=O)(=O)N2[C@@H](c3ccc(Br)cc3)C(C(=O)O)=CC[C@H]2c2ccc(Cl)cc2)cc1
 : -13	-30	7	-16	2.8	0.3	0.0	24
O=C(C[C@H]1CC[C@H]2[C@@H](COC[C@@H](O)CN2S(=O)(=O)c2ccc(F)cc2)O1)NCc1ccc(Cl)c(Cl)c1
 : -2	-17	-4	6	2.4	0.0	0.0	0

# Ordered by length of the SMILES (falling): 3 of the compounds above
# Results follow in this order: DENV2 CPE rescue	INS-1E GSIS act	RAD54 branch	RAD52 anneal inh	F508del corr	E-sel inducer	Xi reactivation	CASP6 VEID inh
Cc1ccc(S(=O)(=O)N2[C@@H](c3ccc(Br)cc3)C(C(=O)O)=CC[C@H]2c2ccc(Cl)cc2)cc1
 : -13	-30	7	-16	2.8	0.3	0.0	24
COc1ccc(-n2c(CN3CCN(Cc4ccccc4)CC3)nc3ccc([N+](=O)[O-])cc3c2=O)c(OC)c1
 : 8	x	0	-1	-0.1	-0.2	0.8	-2
COc1ccc(NC(=O)C2(C)Cc3c(-c4cccc(NC(C)=O)c4)ccnc3O2)cn1 (centres undefined)
 : 2	3	-8	-22	4.0	1.2	0.2	4

# Following part:
# Results follow in this order: DENV2 CPE rescue	INS-1E GSIS act	RAD54 branch	RAD52 anneal inh	F508del corr	E-sel inducer	Xi reactivation	CASP6 VEID inh
C[C@@H]1CN([C@@H](C)CO)C(=O)Cc2cc(NC(=O)CCN3CCOCC3)ccc2O[C@H]1CN(C)C(=O)Nc1ccc2c(c1)OCO2
 : 2	18	3	1	-0.1	11	0.0	0
COc1cccc(NC(=O)N[C@H]2CC[C@H](CC(=O)NCc3ccncn3)O[C@@H]2CO)c1
 : u	12	-5	1	-1.1	0.2	-0.8	1
O=C(C[C@H]1CC[C@@H](NS(=O)(=O)c2ccc(F)cc2)[C@@H](CO)O1)NCCc1ccncc1
 : -1	11	3	-8	1.2	-0.2	0.2	0
C=C(C)[C@H]1CC=C(C)/C(=N/NC(=O)CNc2ccccc2OC)C1
 : 3	-9	-4	1	-0.5	x	x	6
O=C(CC(c1ccccc1)c1cc(Cl)ccc1O)NCCCN1CCOCC1 (centres undefined)
 : 6	18	-9	-7	1.5	x	0.1	-3
C[C@@H]1CN([C@@H](C)CO)C(=O)c2cc(NS(C)(=O)=O)ccc2O[C@@H]1CN(C)S(=O)(=O)c1ccccc1
 : 6	14&-12	13	-5	-0.8&-0.1	0.0	0.3&0.0	1
COc1ccc(N2CCN(S(=O)(=O)CCNC(=O)/C=C/c3ccccc3)CC2)cc1
 : -11	13	x	-5	-0.8	4.3	0.0	3
O=C(Cc1cccc2ccccc12)Nc1cc(C(=O)O)cc(C(=O)O)c1
 : 2	11	0	-14	-3.1	0.1	-0.1	-4
CC(C)Nc1nc(SC(C)C(=O)Nc2ccccc2)nc(N(C)C)n1 (centres undefined)
 : 0	-26	8	6	1.1	1.9	-0.1	3
CC(C)NC(=O)N[C@H]1C=C[C@H](CC(=O)NCc2ccc(Oc3ccccc3)cc2)O[C@H]1CO
 : 6	-6	-2	-8	3.2	0.5	-0.1	3
O=C(Nc1ccc(S(=O)(=O)Nc2ccccc2)cc1)c1ccc(CN2CCOCC2)cc1
 : 1	-19	x	4	2.9	-5.3	0.0	3
COCC#Cc1ccc2c(c1)O[C@@H](CN(C)C(=O)CC1CC1)[C@@H](C)CN([C@@H](C)CO)S2(=O)=O
 : 9	29	-8	2	0.3	0.0	-1.1	2
COc1ccc(C#Cc2ccc([C@@H]3[C@@H](CO)N4C(=O)CN(C(=O)C5CCOCC5)C[C@H]34)cc2)cc1
 : 12	17	x	4	-0.6	0.2	0.2	4
C/C(=N/NC(=O)c1ccc(C)s1)c1cccc(NC(=O)c2ccoc2C)c1
 : 2	2	2	-41	1.0	-0.4	0.0	5
CC1CCC(NC(=O)CCS(=O)(=O)c2ccc3c(c2)NC(=O)C(C)S3)CC1 (centres undefined)
 : -3	5	-1	-11	-0.6	x	0.2	6
CCC(C(=O)NCCC(C)C)N(Cc1ccccc1Cl)C(=O)c1snc(C(N)=O)c1N (centres undefined)
 : -6	x	4	7	1.2	0.0	0.0	4
CCCCN(C=O)c1c(CC)nc2ccc(C(=O)N3CCCCC3)cn12
 : -1	1	-3	-3	0.0	x	-0.1	-3
Cc1cc(C)c(S(=O)(=O)N2CCN(C(=O)c3cc(=O)[nH]c4ccccc34)CC2)c(C)c1
 : 2	-5	-1	-7	-4.8	-1.7	0.1	4
CSc1ccccc1C(=O)NCCS(=O)(=O)N1CCN(c2ccc(F)cc2)CC1
 : u	6	2	-9	-7.6	x	-0.1	-6
O=C(c1ccccc1F)N1CC[C@@H]2[C@H](CO)Nc3ccc(Br)cc3[C@@H]21
 : -4	-6	-8	-27	12*	0.4	-0.1	-1
O=C(CN1C(=O)S/C(=C\c2ccccc2F)C1=O)NC1CCS(=O)(=O)C1 (centres undefined)
 : 3	9	1	-6	2.2	0.5	0.4	2
CCN(CC)S(=O)(=O)c1cc(NC(=O)CN2C(=O)NC3(CCCc4ccccc43)C2=O)ccc1C (centres undefined)
 : 0	-52	x	-29	1.9	x	0.1	1
C[C@@H](O)C#Cc1cnc2c(c1)C(=O)N([C@@H](C)CO)C[C@H](C)[C@@H](CN(C)C(=O)CN1CCOCC1)O2
 : 6	23	6	10	1.0	x	0.5	0
Cc1sc(NC(=O)c2ccccc2)c(C(=O)c2ccccc2)c1C
 : 6	x	-9	-6	x	1.2	0.1	-1
O=C(C[C@H]1CC[C@H]2[C@@H](COC[C@H](O)CN2Cc2ccccc2F)O1)N1CCc2ccccc2C1
 : 28*	-13	-2	-1	-4.7	-0.1	0.8	-3
Cc1c(C(=O)NCc2ccccc2F)oc2ccccc12
 : -1	0	3	-12	-2.0	-0.1	0.1	-4
COc1ccc(NC(=O)CCNS(=O)(=O)c2ccc3[nH]c(=O)oc3c2)cc1Cl
 : 6	0	1	-9	0.0	0.0	0.0	10
C(=Nc1ccccc1)c1ccc[nH]1
 : 8	1	-12	-50	7.2	-1.2	0.1	-1
C[C@H]1CN([C@@H](C)CO)C(=O)CCCn2cc(nn2)CO[C@@H]1CN(C)Cc1ccc(C(=O)Nc2ccccc2N)cc1
 : 3	-4	12	20	-0.9	0.3	-0.6	-1
Cc1ccccc1-c1nnn(CC(=O)N2CCN(C(=O)c3ccco3)CC2)n1
 : 2	6	x	-23	0.3	x	0.4	5

# Looked up by structure from above:
# Results follow in this order: DENV2 CPE rescue	INS-1E GSIS act	RAD54 branch	RAD52 anneal inh	F508del corr	E-sel inducer	Xi reactivation	CASP6 VEID inh
Cc1c(C(=O)NCc2ccccc2F)oc2ccccc12
 : -1	0	3	-12	-2.0	-0.1	0.1	-4
C[C@@H](O)C#Cc1cnc2c(c1)C(=O)N([C@@H](C)CO)C[C@H](C)[C@@H](CN(C)C(=O)CN1CCOCC1)O2
 : 6	23	6	10	1.0	x	0.5	0

# Next part.
# Results follow in this order: DENV2 CPE rescue	INS-1E GSIS act	RAD54 branch	RAD52 anneal inh	F508del corr	E-sel inducer	Xi reactivation	CASP6 VEID inh
Cc1noc(C)c1S(=O)(=O)N(C)C[C@@H]1OCCCC[C@@H](C)Oc2ccc(NC(=O)Nc3ccc4c(c3)OCO4)cc2C(=O)N([C@H](C)CO)C[C@@H]1C
 : -7	19	-1	x	2.5	0.3	-0.1	x
CN1OCC(S(=O)(=O)c2ccccc2)C1c1ccccc1 (centres undefined)
 : 4	0	x	-14	-0.2	-2.4	0.0	4
CCCCn1c(N)c(N(CC(C)C)C(=O)C2CC(=O)N(Cc3ccco3)C2)c(=O)[nH]c1=O (centres undefined)
 : -5	8	8	-11	1.0	-0.2	-0.1	2
Cc1cccn2c(=O)c(/C=C(\C#N)C(=O)NCc3ccco3)c(N3CCCC(C)C3)nc12 (centres undefined)
 : x	17	5	-14	x	x	0.0	0
C[C@@H]1CN([C@@H](C)CO)S(=O)(=O)c2ccc(-c3ccccc3F)cc2O[C@@H]1CN(C)Cc1cncnc1
 : -3	16	-3	4	1.1	-0.2	0.2	-2
COc1ccc(NC(=S)NNC(=O)c2nnn(-c3ccccc3)c2C)cc1
 : -3	-2	x	-19	0.3	x	0.1	12
CN(C)CCNC(=O)c1ccc2c(c1)N(Cc1ccc(F)cc1)CCS2
 : -3	11	7	14	-3.2	0.0	0.1	-6
Cc1c(C(=O)NC(C)C)c(-c2ccccc2)nn1-c1ccccc1
 : 19	8	5	-14	x	x	0.0	0
O=C(CNC(=O)c1cccs1)OCc1ccc(Br)cc1
 : -12	-16	-5	-16	0.3	2.8	0.3	-2
O=C(NCc1ccccc1)C(c1ccc(F)cc1)N(C(=O)c1csnn1)c1ccccc1 (centres undefined)
 : -3	-37	-2	-11	2.3	x	0.0	2
CNC[C@@H]1Oc2ccc(NC(=O)CCN3CCOCC3)cc2CC(=O)N([C@@H](C)CO)C[C@H]1C
 : -5	26	-12	2	1.7	0.3	-0.3	-2
C[C@@H]1CN([C@@H](C)CO)S(=O)(=O)c2ccc(-c3ccc(C(=O)N(C)C)cc3)cc2O[C@H]1CN(C)C
 : 19	6	1	-16	-1.1	0.2	0.2	1
Cc1ccc(S(=O)(=O)N2CC[C@@H]3[C@H](CO)Nc4ccc(C#Cc5ccc(F)cc5)cc4[C@@H]32)cc1
 : -9	8	9	-29	2.1	-1.0	0.2	0
